Nrf2 ARE act: qHTS of Nrf2 Activators; AREc32 ARE-luciferase reporter (MCF7-derived line), luminescence, 24 h; Potency, µM (titrated, usually from 46.1 µM), for the others: at the top dose activation, most hits filed as activators; 410,000 compounds, 0.31% hits; note: % of control where 0% means no effect; nearly all actives have a fitted effect of over 65% in size
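AREc32_Fluc, 1000 cells/well, OPTI-MEM + 5% FBS, o/n 37 deg C 5% CO2; 23 nL cpd by pin tool, 24 hr; Steady-Glo 30 min RT, luminescence.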
Nrf2 inh: Nrf2 qHTS screen for inhibitors; A549 ARE-Fluc reporter, luciferase luminescence, 18-24 h; Potency, µM (series often up to 46 µM), for the others: at the highest dose activity change, negative = inhibition, most hits filed as inhibitors; 360,000 compounds, 2.1% hits; AID 504444, 2011; note: % is set by controls: 0 for no effect and ±100 for the full control effect; nearly all actives have a fitted effect of over 60% in size
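A549 ARE_Fluc cells, 5000/well, 5% FBS OPTI-MEM; compounds in dose-response, 18-24 h at 37 °C/5% CO2; CellTiter-Fluor viability read (Ex 405/Em 525), then BugLite luciferase luminescence = Nrf2 activity.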
ATXN viability: Viability Counterscreen for Primary qHTS for Inhibitors of ATXN expression | 400,000 compounds, 0.49% hits | Potency, µM (titrated, usually from 56.7 µM), hits mostly cytotoxic | S2 cells (HEK-293 line with an ATXN2-luciferase reporter) viability, CellTiter-Fluor protease fluorescence, 24 h; note: nearly all actives have a fitted effect of over 40% in size
EPAC2 antag: qHTS for Antagonist of cAMP-regulated guanine nucleotide exchange factor 2 (EPAC2): primary screen | AID 720708, 2013 | EPAC2 GEF exchange of Rap1B-BODIPY-GDP, fluorescence | 360,000 compounds, 0.18% hits | Rap guanine nucleotide exchange factor 4 (Homo sapiens), Q8WZA2 | Potency, µM (doses to about 114 µM), for the others: top-dose activity, negative = inhibition, most hits filed as inhibitors; note: % is set by controls: 0 for no effect and ±100 for the full control effect; nearly all actives have a fitted effect of over 45% in size; many of its hits are not listed in these tables
Target sequence (Q8WZA2 whole entry, looked up): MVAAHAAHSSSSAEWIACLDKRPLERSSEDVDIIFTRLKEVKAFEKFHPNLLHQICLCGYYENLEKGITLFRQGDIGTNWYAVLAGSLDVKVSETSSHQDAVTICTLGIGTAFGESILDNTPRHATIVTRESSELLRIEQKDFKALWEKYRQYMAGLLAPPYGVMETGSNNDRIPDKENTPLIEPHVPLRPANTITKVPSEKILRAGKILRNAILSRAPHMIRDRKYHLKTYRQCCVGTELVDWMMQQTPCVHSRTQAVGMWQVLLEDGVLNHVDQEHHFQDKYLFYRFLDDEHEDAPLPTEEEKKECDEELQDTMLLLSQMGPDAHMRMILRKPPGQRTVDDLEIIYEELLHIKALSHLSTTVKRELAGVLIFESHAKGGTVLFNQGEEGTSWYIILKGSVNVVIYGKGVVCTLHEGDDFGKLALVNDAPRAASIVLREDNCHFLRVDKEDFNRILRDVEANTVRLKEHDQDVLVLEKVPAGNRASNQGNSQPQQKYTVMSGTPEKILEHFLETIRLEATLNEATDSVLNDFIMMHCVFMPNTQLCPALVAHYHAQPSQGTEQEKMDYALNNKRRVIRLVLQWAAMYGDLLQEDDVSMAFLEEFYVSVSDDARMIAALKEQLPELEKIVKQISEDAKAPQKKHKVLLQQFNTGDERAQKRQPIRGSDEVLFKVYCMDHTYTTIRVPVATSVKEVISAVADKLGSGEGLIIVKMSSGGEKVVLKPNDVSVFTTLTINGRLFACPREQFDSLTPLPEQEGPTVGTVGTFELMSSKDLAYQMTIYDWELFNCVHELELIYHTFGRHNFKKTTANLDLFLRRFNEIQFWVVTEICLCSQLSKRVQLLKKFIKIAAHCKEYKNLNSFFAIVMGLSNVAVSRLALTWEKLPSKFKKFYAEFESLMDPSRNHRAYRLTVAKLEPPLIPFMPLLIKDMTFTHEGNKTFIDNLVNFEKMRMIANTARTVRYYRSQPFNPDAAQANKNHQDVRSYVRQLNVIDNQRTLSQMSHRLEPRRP
TGFb SMAD3 inh: qHTS for Inhibitors of TGF-b | HepG2 CAGA-GFP TGF-b/SMAD3 reporter, GFP fluorescence, 18 h; TGF-beta stimulated, 500 pg/mL final | Potency, µM (series often up to 46.1 µM), for inactives: top-dose activity, negative = inhibition, hits mostly inhibitors | 410,000 compounds, 1.2% hits; note: % is set by controls: 0 for no effect and ±100 for the full control effect; nearly all actives have a fitted effect of over 65% in size
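HEPG2 CAGA-GFP reporter cells (1000/well, DMEM with 1% FBS) received compounds, then recombinant TGF-beta at 500 pg/mL final for 18 hours at 37 degrees C. Per-cell GFP summed per well was normalised to unstimulated and stimulated DMSO controls before curve fitting.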
ATXN2 expr inh: Primary qHTS for Inhibitors of ATXN expression. Potency, µM (series often up to 57 µM), for inactives: top-dose activity change, negative = inhibition, usual class: inhibitors. HEK-293 ATXN2-luciferase reporter, luminescence, 24 h. 360,000 compounds, 0.72% hits; note: % is set by controls: 0 for no effect and ±100 for the full control effect; nearly all actives have a fitted effect of over 55% in size
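ATXN2-luciferase reporter cells (luciferase flanked by upstream and downstream ATXN2 gene portions) were treated 24 h at 37 °C with compounds at up to 57 uM. SteadyGlo luminescence gave expression; GF-AFC fluorescence gave viability.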
A549 tox: Nrf2 qHTS screen for inhibitors: counterscreen for cytotoxicity. Potency, µM (titrated, usually from 46 µM), inactives show at the highest dose activity change, negative = cytotoxicity, hits mostly inhibitors. AID 504648, 2011. A549 ARE-Fluc cells, CellTiter-Fluor viability, 18-24 h. 390,000 compounds, 0.16% hits; note: % is set by controls: 0 for no effect and ±100 for the full control effect
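A549 ARE_Fluc cells in 5% FBS OPTI-MEM were exposed to compounds in concentration-response for 18-24 h at 37 deg C. Viability was read by CellTiter-Fluor fluorescence (Ex 405/Em 525) after 30 min, before the luciferase read.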
HepG2 tox: qHTS for Inhibitors of TGF-b: Cytotox Counterscreen | HepG2 CAGA-GFP viability, ATP luminescence, 18 h | Potency, µM (series often up to 46.1 µM), without a hit: at the top dose activity change, negative = cytotoxicity, actives largely listed as cytotoxic | 410,000 compounds, 0.76% hits; note: some results filed as inactive show a strong effect at the top dose
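HepG2 CAGA-GFP cells (1000/well, DMEM with 1% FBS) received compound, then TGF-beta at 500 pg/mL final, and were incubated 18 hours at 37 degrees C. Viability was read by CellTiter-Glo luminescence. Media-only wells were set as complete cell-killing and DMSO as no toxicity.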
MCF10A rerep: A quantitative high throughput screen for small molecules that induce DNA re-replication in MCF 10a normal breast cells. 350,000 compounds, 2.9% hits. MCF 10A DNA re-replication, Hoechst nuclear intensity, 48 h. Potency, µM (series often up to 46.1 µM), without a hit: top-dose activity, positive = re-replication, most hits filed as activators; note: % of control where 0% means no effect; nearly all actives have a fitted effect of over 50% in size
An asterisk follows results filed as active; i = inactive; ? = inconclusive; · = not tested or not shown; [ ] = another dose, or the depositor's remark. Calls come from the whole dose curve; as a rule, active = well fitted curve in the direction sought with a large enough effect; inconclusive = small, poorly fitted or top-dose-only effect, or another doubt; inactive = no such curve, though single readings can be large; an effect the other way counts as inactive or inconclusive. Potency is the fitted concentration of half-maximal effect.

Molecule | Nrf2 ARE act | Nrf2 inh | ATXN viability | EPAC2 antag | TGFb SMAD3 inh | ATXN2 expr inh | A549 tox | HepG2 tox | MCF10A rerep
Cc1ccc(S(=O)(=O)N2C[C@@H]3[C@H]4CC[C@H](C4)[C@@H]3[C@@H](C)[C@@H]2c2ccco2)cc1 | 7.3% | ? | i | ? | -21% | 5% | 24% | -12% | 11%
CN(C)CCCN1c2ccc(O)cc2Sc2ccc(Cl)cc21 | 3.6% | · | ? | 38%[activator] | -11% | · | · | -41% | ·
CC(=O)C1=C(O)C(=O)N(c2nnn(C)n2)C1c1cccs1 (configuration not stated) | 0.5% | 0% | i | 6% | 36%[activator] | 5% | 0% | 21% | 1%
Cc1c(NS(=O)(=O)c2ccc(Cl)c(C(=O)OC(C)C(=O)NCc3ccco3)c2)c(=O)n(-c2ccccc2)n1C (configuration not stated) | 2.7% | -15% | i | -12% | 0% | -35% | 18% | 0% | -38%[inhibitor]
O=C(NC1CCCC1)c1ccc(COCC(F)(F)C(F)F)o1 | -0.7% | 11% | i | 2% | 3% | -2% | 2% | -8% | 5%
CCOc1ccc(Nc2ccc(S(=O)(=O)N3CCOCC3)cc2[N+](=O)[O-])cc1 | -0.1% | · | i | -10% | ? | · | · | -27% | ·
CC(OC(=O)/C=C/c1ccc2ccccc2n1)C(=O)NCc1ccccc1 (configuration not stated) | ? | -6% | i | -5% | -37% | 9% | -1% | -30% | 87%
COC(=O)Cn1c(=O)n(CCc2ccccc2)c(=O)c2c3c(sc21)CCCC3 | 2.6% | ? | i | -2% | -20% | -9% | -2% | -11% | 27%
C[C@H](NC(N)=O)C(=O)OCC(=O)NCc1cccs1 | -0.3% | 4% | i | -1% | 0% | -17% | 1% | -5% | 1%
Cc1csc(NC(=O)C2C3C=CC(C3)C2C(=O)O)n1 (configuration not stated) | -0.5% | -16% | i | 5% | -18% | -3% | 0% | -30% | 2%
CCC(C)Sc1nc(O)cc(=O)[nH]1 (configuration not stated) | 0.0% | 3% | i | 8% | -2% | 0% | -8% | 12% | -5%
Cc1cc(C(=O)NC(C)c2ccc3c(c2)OCO3)cs1 (configuration not stated) | 1.7% | ? | i | -6% | 5% | 6% | -2% | -8% | 1%
Cc1ccc(CNC(=O)COC(=O)c2cc(C)oc2C)cc1 | -0.1% | 7% | i | -6% | -1% | -7% | 1% | -50% | 1%
CC(C)C[C@H](N)c1nnc(SCc2ccc(Cl)cc2)o1 | -0.4% | -9% | i | -6% | 17% | -16% | 11% | -1% | -13%
N/C(CCN1CCOCC1)=N/O | 0.5% | 6% | i | 4% | -18% | 14% | -9% | 2% | i[0.0737 µM]
c1ccc(-c2csc(Nc3ccccn3)n2)cc1 | ? | ? | i | -3% | -15% | 41%[activator] | 1% | -17% | 14%
Cc1ccc(CN(C(=O)Cn2nnc3ccccc32)C(C(=O)NCc2ccco2)c2cccs2)cc1 (configuration not stated) | 4.3% | · | i | 4% | ? | 6% | -15% | 7% | 1%
O=C(c1cc2ccccc2o1)N1CCN=C1SCc1cccnc1 | -0.1% | 2% | i | 7% | -10% | 27% | -4% | 0% | 0%
CSCc1c(C(=O)NCCc2ccccn2)oc2ccccc12 | 2.4% | -11% | i | 3% | -21% | 3% | 3% | -24% | -1%
Cc1ccc(-n2c(SCC(=O)N3CC(=O)Nc4ccccc43)nc3ccccc3c2=O)cc1C | -0.3% | ? | i | -6% | -2% | -32% | -12% | -22% | 1%
Cc1[nH]c2ccc(C(=O)OC(C)C(=O)N(C)C3CCCCC3)cc2c1C (configuration not stated) | 2.3% | ? | i | -6% | 0% | 23% | ? | -9% | 20%
CC(=O)Nc1ccc(S(=O)(=O)NCC(=O)OCc2cc(=O)oc3ccc4ccccc4c23)cc1 | 4.2% | 9% | i | -1% | 12% | -3% | 1% | -14% | 15%
CCCCCc1cc(=O)oc2c(C(CCN3CCCC3)c3ccc4c(c3)OCO4)c(OC)cc(OC)c12 (configuration not stated) | · | 15% | · | · | ? | · | -6% | -98% | ·
C=CCN1C(=O)C2(C(C(=O)c3ccc(C)o3)=C(O)C(=O)N2CCCN2CCOCC2)c2ccccc21 (configuration not stated) | -0.3% | 6% | i | 8% | -4% | -2% | -7% | 0% | -2%
CC(=O)OC[C@]1(OC(C)=O)C[C@@]23CC[C@H]4[C@@](C)(CCC[C@@]4(C)C(=O)O)[C@@H]2CC[C@@H]1C3 | -0.7% | 4% | i | 2% | -2% | 9% | -5% | -2% | ?
CC(C)C(=O)NC(=S)Nc1ccccc1C(F)(F)F | -0.4% | ? | ? | 8% | 18% | -1% | -4% | -26% | 9%
COc1cc(C(=O)NC2CCCCC2)ccc1OCc1ccc(Cl)cc1Cl | -0.5% | 2% | i | -2% | 20% | -15%[11.3 µM] | 7% | 10% | 4%
CCCOc1ccc(/C=C/C(=O)Nc2ccc([N+](=O)[O-])cc2C)cc1 | 0.4% | ? | i | -1% | -1% | -6% | -5% | -30% | -21%
COc1cc(OC)cc(C(=O)Nc2cccc3c2CCCC3)c1 | -0.5%[9.22 µM] | -25% | i | 4% | -2% | 2% | 10% | -14% | 2%
CCCCOc1ccc(C(=O)N2CCCC2C(=O)O)cc1 (configuration not stated) | -1.1% | -1% | i | 14% | 16% | 1% | -2% | 1% | 1%
CCn1ccnc1CNC(=O)c1ccc2oc(C(C)C)nc2c1 | -0.3% | 6% | i | 5% | 27% | 6% | 11% | 1% | 0%
O=C(COC(=O)CCN1C(=O)C2CC=CCC2C1=O)NCCc1ccc(F)cc1 (configuration not stated) | 0.4% | 7% | i | 0% | 0% | · | -1% | -19% | 2%
COCc1cc(=O)n2[nH]c(-c3ccco3)cc2n1 | 28% | 2% | i | 1% | -14% | -22% | 2% | 10% | -2%
Cc1oc(-c2ccc(C(=O)Nc3cccc(C(F)(F)F)c3)cc2)nc1CSc1ccccc1 | -0.8% | 5.8µM* | · | · | ? | · | ? | -28% | ·
COc1ccc(OC)c(NC(=O)NCc2ccc(F)cc2)c1 | 0.0% | -21% | i | -5% | 17% | 2% | -2% | -2% | 1%
Cc1ccc(CNC(=O)CCc2c(C)[nH]c(=O)c(C#N)c2C)cc1 | -0.1% | 2% | i | 10% | -16% | -5% | 0% | -11% | -4%
COc1cc2c(C(=O)N3CCN(c4ccc(F)cc4)CC3)cn(CC(C)C)c(=O)c2cc1OC | 4.3% | -11%[9.27 µM] | i | · | ? | -3% | 0% | -9% | ·
Cc1nc2ccn(Cc3ccco3)c(=O)c2cc1C(=O)NCc1ccccc1 | 21% | 13% | · | · | -34% | · | 8% | 4% | ·
Cc1ccc2c(c1)C1(SCCS1)C(=O)N2 | 4.7% | · | ? | 0% | -8% | 13% | 12% | -13% | ?
O=C(COC(=O)c1cc(-c2cccs2)nc2ccccc12)NCc1ccco1 | 6.4% | 2% | i | 8% | -5% | 2% | -5% | -5% | -2%
O=C(COC(=O)c1ccco1)Nc1ccc(Br)cc1 | 3.5% | 4% | i | -4% | 9% | -8% | -5% | 1% | 5%
O=c1oc(-c2ccccc2)nc2c1cnn2-c1ccccc1 | -0.1% | · | i | -4% | -12% | -1% | -3% | -1% | 0%
COc1ccc(N2CCN(S(=O)(=O)c3c(C)[nH]c(C)c3C(=O)N3CCCC3)CC2)cc1 | 0.3% | 1% | i | -9% | -1% | -3% | 8% | -1% | 7%
Cc1ccc(NC(=O)CS(=O)CC(=O)N(C(C)C(=O)NC2CCCCC2)C(C)(C)C)cc1 (configuration not stated) | 0.0% | -26% | i | -7% | 16% | 2%[11.3 µM] | -10% | 26% | -8%
Cc1ccc(NC(=O)Cn2ccn(Cc3ccc(Cl)cc3)c(=O)c2=O)cc1C | 0.6% | 23% | · | · | -10% | · | -1% | -12% | ·
O=C(Nc1nccs1)c1cn(-c2ccccc2)nc1-c1ccncc1 | 0.4% | -14% | i | 9% | -26% | -12% | 6% | -26% | -52%[inhibitor]
Cn1c(N)c(C(=O)COC(=O)c2ccccc2C(F)(F)F)c(=O)n(C)c1=O | 6.8% | 3% | i | 4% | -2% | 7% | -3% | -1% | 6%
Cc1cc(C)n2c(SCC(=O)Nc3c(C)n(C)n(-c4ccccc4)c3=O)nnc2n1 | 0.3% | -19% | i | 3% | -8% | -1% | -15% | -10% | 1%
CCCCOC(=S)NC(=O)c1sc2ccccc2c1Cl | -0.4% | -13% | i | -25% | -17% | -11% | 1% | -14% | -1%
O=S(=O)(c1cnc[nH]1)N1CCc2ccccc21 | -0.4% | -2% | i | 19% | 1% | 0% | -5% | 12% | 0%
CN(CC(=O)Nc1ccc(F)cc1)C(=O)COC(=O)CN1C(=O)NC2(CCCC2)C1=O | -0.6% | -1% | i | 7% | 2% | -14% | 0% | -82% | 5%
CCOCCOC(=O)C1=C(C)N(C)C(=O)NC1c1ccccc1Cl (configuration not stated) | -0.7% | 6% | i | 7% | -4% | 6% | -1% | -9% | 3%

Screening data: PubChem, National Center for Advancing Translational Sciences (NCATS)

Only part of the results is shown; the hit share may differ from the screen's.
